# Source: PubChem BioAssay (Broad Institute)
# LGR2 inh = blocks bursicon-induced cAMP signaling via Drosophila LGR2 | HEK293 LGR2, CRE-luciferase, bursicon-stimulated, 4 h | inhibition, % at 9.99 µM | hit rate 0.35% among 380,000 | AID 720647;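 active means drop in luminescence signal, shown as inhibition above about 50% in the replicate tests, limit read from the data, passing the limit was not always enough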;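 further: agonist challenge used bursicon conditioned medium at about half maximal strength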
# PGC1a acetyl inh = PGC1a acetylation modulation, inhibitor mode; inhibition, % at 15.6 µM; hit rate 0.17% among 350,000; U2OS PGC1a acetylation, AlphaScreen anti-acetyl-lysine; with virally co-expressed GCN5 acetyltransferase; AID 651687;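 active means every replicate shows inhibition of at least 40%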;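 further: 0% = neutral control wells and 100% = positive control wells; some results beyond the cut were filed as inactive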
# PAX8 reporter = lowers PAX8-driven luciferase in RMG-I cells | hit rate 1.2% among 360,000 | inhibition, % at 12.6 µM | AID 652154 | RMG-I TPO-luciferase reporter, SteadyGlo, 24 h;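 active means mean replicate inhibition at least 60% with every replicate also reaching 60%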;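 further: luciferase light reporting Pax8 driven TPO promoter activity; plate controls were median of neutral control wells for no effect and mitoxantrone controls for full effect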
# ARNT TACC3 PPI = disrupts binding between human ARNT and TACC3; Q9Y6A5; AlphaScreen His-ARNT PAS-B/GST-TACC3 binding, luminescence; TACC3 fragment carries E629A point mutation; inhibition, % at 9.99 µM; hit rate 0.66% among 390,000;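 active means mean inhibition of replicates at least 50% and at least half of replicates each reaching 50%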;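 further: 0% = complete ARNT plus TACC3 wells and 100% = ARNT alone without TACC3; many hits fall short of the cut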
# GSIS activator = GLuc luminescence reporter in INS-1E cells, primary screen for activators of glucose-dependent secretion of insulin. INS-1E GLuc reporter insulin secretion, 2-3 h. hit rate 0.61% among 370,000. activation, % at 16.6 µM;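 active means lowest replicate activation of at least 40%, so every replicate reaches that level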;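 further: 0% = median of neutral control wells and 100% = median of IBMX positive control wells; some compounds called inactive have numbers as strong as hits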
# Cneo AK release = causes C. neoformans cell lysis. AID 651654. lysis activity, % at 15 µM. hit rate 0.2% among 360,000. adenylate kinase release luminescence, 4 h; normalised: neutral wells 0, clomiphene wells 100;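 active means mean lysis activity across replicates of at least 80%, whatever share of replicates individually reach that level; inactive means mean lysis activity below 80%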
#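 read-out = cell lysis signal | test system = log-phase Cryptococcus neoformans yeast cells | input = cells at 5 × 10^6 per mL | medium = fresh YPD growth medium | signal = luminescent adenylate kinase detection reagent | timing = 4 h at 37 °C static, read 1 h later | dosing = single dose | controls = Clomiphene as positive lysis control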
# C2C12 statin = protects C2C12 myotubes from simvastatin toxicity | ATP luminescence, 48 h; scaled: DMSO 0, geranylgeraniol control 100 | rescue of ATP level, % at 7.49 µM | hit rate 0.78% among 330,000 | AID 602340;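 active means mean ATP rescue above about 67%, or every replicate alone reaching that limit, limit read from the data, passing the limit was not always enough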;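 further: myotubes were challenged with 10 µM simvastatin during compound exposure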
# PglD inh = PglD (C. jejuni) enzyme inhibition; purified PglD enzyme, DTNB colorimetric CoA detection; inhibition, % at 12.5 µM; hit rate 0.098% among 360,000; in the data active means inhibition above about 16%, passing the limit was not always enough; further: strong numbers were not always called active
# * marks the source's active call; other numbers are inactive results; · = no result given.
# The line under a structure holds: LGR2 inh	PGC1a acetyl inh	PAX8 reporter	ARNT TACC3 PPI	GSIS activator	Cneo AK release	C2C12 statin	PglD inh
O=C(NCCc1ccccc1)c1ccc(NC(=O)C2CCCC2)cc1
    -7	-2	-67	-1	-12	0	-11	0
Cc1cccc(NC(=O)c2cccc(S(=O)(=O)N3CCCC3)c2)n1
    -7	·	-7	13	13	·	-7	·
Cc1cc(C)c(NC(=O)CSCc2nc3sc(C)c(C)c3c(=O)[nH]2)c(Cl)c1
    14	10	6	2	9	0	6	0
CO[C@H]1CN(C)C(=O)c2cc(NC(=O)C3CCC3)ccc2OC[C@H](C)N(Cc2cccnc2)C[C@@H]1C
    6	0	-8	-8	12	-12	5	2
COc1cccc(NC(=O)CN(C)C(=O)Cc2n[nH]c(=O)c3ccccc23)c1
    -26	3	18	8	11	1	7	-4
COc1ccc(CN2CC3(CCN(C(=O)C4CCOCC4)CC3)c3c(n(C)c4cc(OC)ccc34)[C@H]2CO)cc1
    -8	-1	59	·	-18	·	·	·
CCC(=O)N(C)C[C@@H]1[C@H](c2ccc(C3=CCCCC3)cc2)[C@H](CO)N1C(=O)CC
    10	-8	-1	0	8	0	-5	3
COc1ccc(C(=O)NCCc2cn3ccccc3n2)cc1
    -11	9	5	-9	0	-3	7	8
CCOc1ccc(NC(=S)NC(=O)c2cccnc2)c([N+](=O)[O-])c1
    -6	1	-4	3	2	-1	-10	-2
O=C(C[C@H]1C[C@H]2c3cc(NC(=O)NC4CCCC4)ccc3O[C@H]2[C@@H](CO)O1)NCCc1ccccc1
    -3	-7	0	-19	-14	4	-2	-6
Cc1ccc(OCC(=O)N[C@@H](C)c2nnc3ccccn23)cc1C
    -9	9	2	-2	7	1	-2	8
COc1c(C(=O)Nc2c(C)n(C)n(-c3ccccc3)c2=O)ccc2ccccc12
    ·	5	1	20	·	-6	-2	-3
COc1ccc(S(=O)(=O)N(C)c2ccc(C(=O)Nc3c(C)n(C)n(-c4ccccc4)c3=O)cc2)cc1
    4	-2	16	-2	-6	-1	-7	7
CC(=O)OC(/C(O)=C(\C#N)c1nc2ccccc2[nH]1)c1ccccc1 (configuration not stated)
    ·	-1	·	2	·	0	2	5
COc1ccccc1S(=O)(=O)N[C@H]1CC[C@H](CC(=O)NCc2cc(F)cc(F)c2)O[C@H]1CO
    -5	7	-1	·	10	·	·	·

# Going on with the list.
# The line under a structure holds: LGR2 inh	PGC1a acetyl inh	PAX8 reporter	ARNT TACC3 PPI	GSIS activator	Cneo AK release	C2C12 statin	PglD inh
CC(=O)Nc1ccc(NC(=O)C(C)Sc2nc3ccccc3c(=O)n2CC2CCCO2)cc1 (configuration not stated)
    5	·	-9	-2	3	·	·	·
Cc1cccc(C2CC(c3ccccc3)=NN2c2ccc(S(N)(=O)=O)cc2)c1 (configuration not stated)
    -42	-8	-2	·	-8	-1	14	3
O=C(CCn1c(=O)sc2ccccc21)NCc1ccccc1
    -4	·	-1	·	-7	0	5	2
O=C(N[C@@H]1CC[C@H](CCNS(=O)(=O)c2ccc(F)cc2)O[C@@H]1CO)c1cccc(F)c1
    6	7	·	4	-2	-3	-2	3
Cn1c(-c2ccc(Cl)cc2)cnc1N
    ·	21	·	58*	·	1	0	2
O=S(=O)(NCC1CCCO1)c1ccc(Cl)c2ccccc12 (configuration not stated)
    -21	·	10	·	7	0	-5	-1
O=C(NCc1cccs1)C(=O)NCC1OCCCN1S(=O)(=O)c1cccs1 (configuration not stated)
    14	-10	-9	-1	7	·	-2	·
CC(NC(=O)C1CC1)C(c1cccs1)N1CCOCC1 (configuration not stated)
    1	4	-7	-1	9	3	-15	-4
C=CCn1c(SCC(=O)c2cccs2)nc2sc(CC)cc2c1=O
    ·	-23	·	-4	·	0	19	-1
O=C(c1cnc(Cl)c(Cl)c1)N1CCN(S(=O)(=O)c2ccc3ccccc3c2)CC1
    7	·	5	3	-5	·	6	·
CCn1cc(CNC(=O)/C=C/c2ccc([N+](=O)[O-])cc2)c(C)n1
    0	-1	·	0	7	1	-3	-3
Cc1cccc(C)c1NC(=O)c1ccc(N2CCCC2=O)cc1
    8	5	-11	19	8	2	0	0
Cc1ccc(C(=O)N/C(=C\c2ccco2)C(=O)NCCCN2CCOCC2)cc1C
    7	·	-1	0	4	-2	17	-3
Cn1c(=O)n(CCN2CCOCC2)c(=O)c2c1nc1n2CCN1c1ccc(Oc2ccccc2)cc1
    ·	3	·	-5	15	-1	-3	-5
Nc1nc(SCC(=O)N2CCN(S(=O)(=O)c3ccc(Cl)cc3)CC2)n[nH]1
    19	-8	13	-1	-4	2	3	-1

# 10 entries from above, arranged by molar mass, smallest number first.
# The line under a structure holds: LGR2 inh	PGC1a acetyl inh	PAX8 reporter	ARNT TACC3 PPI	GSIS activator	Cneo AK release	C2C12 statin	PglD inh
Cn1c(-c2ccc(Cl)cc2)cnc1N
    ·	21	·	58*	·	1	0	2
CC(NC(=O)C1CC1)C(c1cccs1)N1CCOCC1 (configuration not stated)
    1	4	-7	-1	9	3	-15	-4
Cc1cccc(C)c1NC(=O)c1ccc(N2CCCC2=O)cc1
    8	5	-11	19	8	2	0	0
CCn1cc(CNC(=O)/C=C/c2ccc([N+](=O)[O-])cc2)c(C)n1
    0	-1	·	0	7	1	-3	-3
O=S(=O)(NCC1CCCO1)c1ccc(Cl)c2ccccc12 (configuration not stated)
    -21	·	10	·	7	0	-5	-1
Cc1cccc(C2CC(c3ccccc3)=NN2c2ccc(S(N)(=O)=O)cc2)c1 (configuration not stated)
    -42	-8	-2	·	-8	-1	14	3
Cc1ccc(C(=O)N/C(=C\c2ccco2)C(=O)NCCCN2CCOCC2)cc1C
    7	·	-1	0	4	-2	17	-3
O=C(NCc1cccs1)C(=O)NCC1OCCCN1S(=O)(=O)c1cccs1 (configuration not stated)
    14	-10	-9	-1	7	·	-2	·
O=C(c1cnc(Cl)c(Cl)c1)N1CCN(S(=O)(=O)c2ccc3ccccc3c2)CC1
    7	·	5	3	-5	·	6	·
Cn1c(=O)n(CCN2CCOCC2)c(=O)c2c1nc1n2CCN1c1ccc(Oc2ccccc2)cc1
    ·	3	·	-5	15	-1	-3	-5

# (continued)
# The line under a structure holds: LGR2 inh	PGC1a acetyl inh	PAX8 reporter	ARNT TACC3 PPI	GSIS activator	Cneo AK release	C2C12 statin	PglD inh
COc1ccccc1C(=O)Nc1ccc2c(c1)C(=O)N(C)[C@@H]1CC[C@H](CC(=O)NCCc3ccncc3)O[C@H]1CO2
    -6	·	-2	-3	-9	-1	13	-3
C[C@@H]1CN([C@H](C)CO)C(=O)Cc2cc(NS(C)(=O)=O)ccc2O[C@@H]1CN(C)Cc1ccc(Cl)c(Cl)c1
    17	-6	11	-7	-26	-1	108*	-7
O=C(Nc1ccc(Cl)cc1F)C1CCN(S(=O)(=O)c2cccc3nonc23)CC1
    7	12	-7	10	-9	5	-55	6
CCc1ccc(C(=O)/C=C2\Sc3ccccc3NC2=O)cc1
    -12	·	11	1	-12	-4	·	-9
Cc1ccc(NC(=O)CSc2nnc(NC(=O)C3CC3)s2)cc1
    4	·	0	1	-19	3	9	-4
COc1ccc(NC(=O)N2C[C@@H](O)COC[C@@H]3O[C@@H](CC(=O)NC4Cc5ccccc5C4)CC[C@H]32)cc1
    -5	2	3	6	-3	-4	-12	3
COc1ccc2c(c1OC)CN(C)CCc1cc3c(cc1C(=O)C2)OCO3
    -11	5	-15	-5	13	·	·	·
C=C(C)Cn1c(N2CCCC2)nc2c1c(=O)n(C)c(=O)n2C
    -8	-3	1	2	18	5	-3	2
CC(=O)c1ccc(NC(=O)C(=O)c2cn(CC(=O)N3CCCCC3)c3ccccc23)cc1
    7	-3	33	·	-3	-1	-13	0
Cc1ccc(S(=O)(=O)N(C)C[C@H]2Oc3c(NC(=O)Nc4cccc5ccccc45)cccc3C(=O)N([C@H](C)CO)C[C@H]2C)cc1
    6	-6	-34	·	16	·	·	·
CC(C)(C)NC(=O)NC(=O)COC(=O)c1ccc2c(c1)S(=O)(=O)N=C1CCCCCN12
    ·	6	-25	-2	·	1	·	-1
O=C(Nc1ccc(F)cc1)N1[C@@H]2CNC[C@H]1C2c1ccc(-c2ccc(F)cc2)cc1 (some centres not stated)
    10	-7	-1	·	-23	·	·	·
O=C(C[C@H]1CC[C@H]2[C@@H](COC[C@H](O)CN2S(=O)(=O)c2ccc(F)cc2)O1)NCC1CCCCC1
    -12	-7	7	3	-13	5	9	3
Cc1ccc(C)c(OCCC(=O)N2CCN(S(=O)(=O)c3ccc([N+](=O)[O-])cc3)CC2)c1
    -25	3	28	-3	-4	-1	5	-2
CCOC(=O)[C@H](CCc1ccccc1)N[C@@H](C)C(=O)N1[C@H](C(=O)O)C[C@@H]2CCC[C@@H]21
    38	3	11	-2	·	0	4	-4

# Following part.
# The line under a structure holds: LGR2 inh	PGC1a acetyl inh	PAX8 reporter	ARNT TACC3 PPI	GSIS activator	Cneo AK release	C2C12 statin	PglD inh
CC(=O)Nc1ccc(CN2CCCN(C)CC2)cc1
    -13	5	-11	-4	5	1	-2	3
C[C@H]1CN([C@@H](C)CO)C(=O)c2cc(NC(=O)CCC(F)(F)F)ccc2O[C@@H]1CN(C)C(=O)NC1CCCCC1
    7	10	-3	-19	1	1	6	0
COc1ccc(CNC(=O)CCCn2nc(C)c([N+](=O)[O-])c2C)cc1OC
    -3	9	21	3	39	·	·	·
Cc1ccccc1NC(=O)C(=O)NNC(=O)COc1ccc2ccccc2c1
    17	·	10	-2	8	-1	2	-1
C[C@@H]1CN([C@@H](C)CO)C(=O)c2cc(NC(=O)Nc3ccc(F)cc3)ccc2O[C@@H](C)CCCCO[C@@H]1CN(C)C(=O)Cc1ccccc1
    9	4	6	1	-16	48	·	-1
Cc1ccc(S(=O)(=O)N[C@H]2CC[C@@H](CCn3cc(C(C)C)nn3)O[C@H]2CO)cc1
    -14	0	7	-2	-4	0	5	-1
Cc1ccc(COC(=O)Cc2coc3cc(O)ccc23)cc1
    -5	·	-10	-5	7	1	3	-1
C[C@H](CO)N1C[C@H](C)[C@H](CN(C)C(=O)NC2CCCC2)Oc2cc(C#Cc3ccc(F)cc3)ccc2S1(=O)=O
    6	19	·	-3	-4	1	34	0
CCOc1ccc(N2C(=O)c3cccnc3C2Nc2ccc(Cl)cc2)cc1 (configuration not stated)
    -6	1	·	-14	-11	-3	27	-2
O=C(c1ccccc1F)N1CC(=O)N2[C@H](C1)[C@H](c1ccc(C#Cc3ccc(F)cc3)cc1)[C@@H]2CO
    19	-6	46	·	-8	·	·	·
CCOC(=O)N1CCN(C(=O)CSCC(=O)Nc2nc(-c3ccc(C)cc3)cs2)CC1
    4	-11	-5	-1	-10	1	6	-2
CCOC(=O)c1ccc2c(c1)[nH]c(=S)n2CC
    -16	-11	-81	·	8	3	3	-3
Cc1ccc(S(=O)(=O)N2CCN(CCc3ccccc3)CC2)c(C)c1
    -13	5	3	-3	3	-1	-2	3
O=C(Cc1ccccc1)NN1CCCCC1
    3	·	5	2	37	4	-1	3
COc1ccc(S(=O)(=O)N2CC[C@@H]3[C@H]2c2cc(-c4cccc(C#N)c4)ccc2N[C@@H]3CO)cc1
    -21	-20	20	1	11	-3	-4	-2
COc1ccc(NC(=O)CSc2nnc(Cn3cnc4ccccc43)o2)cc1
    ·	·	3	-6	·	-2	2	-1
